Screens (PubChem)
PLCb3 inh: inhibitors of human phospholipase C beta3 | Q01970 | Purified PLC-beta3, fluorogenic substrate, fluorescence | inhibition, % at 12.2 µM | 0.18% of 370,000 active | AID 720704; in the data active means inhibition above about 11%;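 further: 0% = median of compound wells on plate and 100% = full blocker control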
KLK7 zymogen act: activators of human kallikrein-7 zymogen. P49862. purified proKLK7, EDANS-DABCYL substrate fluorescence; 100% is mature enzyme control, 0% vehicle. activation, % at 7 µM. 0.9% of 370,000 active. AID 652039;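 active means activation above the mean of all tested compounds plus 3 SD, computed per campaign excluding outliers beyond control limits, cut at about 13% in these data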
MBD2 DNA inh: MBD2-methylated oligo binding inhibition; Q9UBB5; 0.31% of 370,000 active; TR-FRET, MBD2 binding to methylated oligonucleotide; inhibition, % at 4.4 µM; in the data active means inhibition above about 13%
Tn7 DDE FP: inhibitors of Tn7 peptide binding to human fibrin DD(E); inhibition, % at 8.3 µM; 0.13% of 370,000 active; AID 720508; FP displacement of FITC-Tn7 peptide from fibrin DD(E); 0% = median of compound wells per plate;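 active means inhibition above the mean of compounds falling within the control limits plus 3 SD of them, cut at about 14% in these data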;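 further: 0% = plate median of compound wells and 100% = 10 µM Aha-Tn7 peptide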
Target sequence (P02675 whole entry, looked up): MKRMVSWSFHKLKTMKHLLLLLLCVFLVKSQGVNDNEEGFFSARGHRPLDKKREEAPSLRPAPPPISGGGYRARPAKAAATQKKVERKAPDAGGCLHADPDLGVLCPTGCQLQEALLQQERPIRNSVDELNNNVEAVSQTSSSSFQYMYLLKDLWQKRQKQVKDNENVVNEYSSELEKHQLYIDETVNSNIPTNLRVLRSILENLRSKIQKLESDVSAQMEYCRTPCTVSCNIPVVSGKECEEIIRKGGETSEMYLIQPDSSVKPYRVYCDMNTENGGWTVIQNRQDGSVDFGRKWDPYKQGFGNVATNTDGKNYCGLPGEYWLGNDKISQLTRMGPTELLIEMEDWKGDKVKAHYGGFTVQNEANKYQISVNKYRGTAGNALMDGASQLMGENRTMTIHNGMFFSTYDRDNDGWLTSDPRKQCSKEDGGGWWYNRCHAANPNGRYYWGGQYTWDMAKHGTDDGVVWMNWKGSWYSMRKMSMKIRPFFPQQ
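Assay system: human fibrin DD(E). Input: DD(E) 2 µM final. Medium: Tris buffer with calcium and detergent, pH 7.8. Compound dosing: single point at 8.3 µM. Timing: 10 min plus 3 h, room temperature. Technique: fluorescence polarization of the labelled Tn7 tracer. Read-out: percent inhibition. Replicates: singlicate testing.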
ADAM17 inh: ADAM17 inhibition, QFRET primary screen; P78536; recombinant ADAM17, EDANS/DABCYL FRET peptide cleavage; inhibition, % at 6.95 µM; 0.83% of 370,000 active; AID 720648;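 active means inhibition above the mean of compounds lying between control limits plus 3 SD, set per campaign, cut at about 8.5% in these data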;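 further: 0% = DMSO-only wells as the low control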
PLC-gamma1 inh: blocks human PLC-gamma1 enzyme activity | P19174 | purified PLC-gamma1, fluorogenic substrate, fluorescence | inhibition, % at 12.2 µM | 0.84% of 370,000 active | AID 720700; in the data active means inhibition above about 9.5%
UHRF1 binding: blocks human UHRF1 binding to methylated DNA | UHRF1 binding to methylated oligo, TR-FRET | inhibition, % at 4.4 µM | 0.75% of 370,000 active | AID 687016; in the data active means inhibition above about 21%;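 further: UHRF1 SRA domain binding a hemimethylated CpG hairpin DNA probe; 0% = median of test compound wells and 100% = reference inhibitor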
ASAP1 GAP inh: ASAP1 ArfGAP inhibition | inhibition, % at 16.5 µM | 0.19% of 360,000 active | ASAP1-stimulated ARF1 GTP hydrolysis, GDP FP detection | Q9ULH1; in the data active means inhibition above about 25%;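 further: 0% = vehicle with enzyme and substrate and 100% = no enzyme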
Target sequence (Q9ULH1 325-724 limits assumed): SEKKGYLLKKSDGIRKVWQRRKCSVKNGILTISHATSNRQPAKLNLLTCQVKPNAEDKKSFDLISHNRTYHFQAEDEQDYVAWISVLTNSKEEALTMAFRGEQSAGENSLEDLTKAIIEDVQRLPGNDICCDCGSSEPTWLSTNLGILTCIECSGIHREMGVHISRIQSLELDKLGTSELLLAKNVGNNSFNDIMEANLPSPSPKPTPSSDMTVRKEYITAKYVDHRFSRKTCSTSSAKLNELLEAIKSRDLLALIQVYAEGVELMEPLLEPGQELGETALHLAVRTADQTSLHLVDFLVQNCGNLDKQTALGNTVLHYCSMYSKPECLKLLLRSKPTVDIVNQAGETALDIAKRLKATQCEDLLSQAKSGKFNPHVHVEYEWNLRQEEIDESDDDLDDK
ARFGAP1 inhibitor: inhibits rat ARF GTPase activating protein 1; Q62848; Arfgap1-stimulated ARF1 GTP hydrolysis, GDP FP detection; inhibition, % at 16.5 µM; 0.26% of 360,000 active;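 active means inhibition above a per-plate limit, mean inhibition of low control wells plus 3 SD, cut at about 25% in these data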;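 further: 0% = DMSO wells with enzyme and 100% = wells lacking Arfgap1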
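Assay system: purified rat His6-Arfgap1 residues 1-136 (GAP domain); Reagent: human Δ17 ARF1 bound to GTP; Dosing: 16.5 µM single point, 1.26% DMSO; Times: GTP hydrolysis reaction 2 h at 25 °C; Signal: FP, GDP Alexa 633 tracer displaced from anti-GDP antibody, 620/688 nm; Measure: % inhibition from polarization.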
DDE Tn6 FP inh: inhibitors of Tn6 peptide binding to human fibrin DD(E) | 0.21% of 370,000 active | Fibrin DD(E) TRITC-Tn6 fluorescence polarization displacement | AID 720509 | inhibition, % at 8.3 µM;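 active means inhibition above a per-campaign cutoff: mean of compounds within control limits plus 3 SD, cut at about 15% in these data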;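 further: 0% = median of all compound wells on the plate and 100% = blocking peptide control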
An asterisk follows results filed as active; x = not tested or not shown.

cpd	SMILES	PLCb3 inh	KLK7 zymogen act	MBD2 DNA inh	Tn7 DDE FP	ADAM17 inh	PLC-gamma1 inh	UHRF1 binding	ASAP1 GAP inh	ARFGAP1 inhibitor	DDE Tn6 FP inh
1	O=C(NCCCn1ccnc1)c1cc2c(s1)CCCC2	-7	-0.1	-2	3	-2	-2	1	-16	-3	10
2	CCOc1ccc(N2C(=O)CC(N3CCN(C4CCc5ccccc5C4)CC3)C2=O)cc1 (configuration not stated)	-3	-0.6	2	2	-7	5	3	7	17	-8
3	O=C(CCCNS(=O)(=O)c1cccc2nsnc12)NCc1ccccc1	-1	-0.5	-1	0	-5	6	2	-18	13	0
4	O=C(NC(=S)Nc1ccc(N2CCOCC2)cc1)c1cncc(Br)c1	2	-0.1	-1	-6	6	4	-2	4	-10	-2
5	CCOc1ccc(C2NC(=O)NC(C)=C2[N+](=O)[O-])cc1OC (configuration not stated)	0	0.5	-1	-4	0	4	0	-20	5	-1
6	CN(C)c1nnnn1Cc1ccccc1	3	-0.2	8	4	-5	2	4	10	0	-3
7	CCN(Cc1ccccc1)C(=O)CCS(=O)(=O)c1ccc2c(c1)oc(=O)n2C	0	0.2	4	2	-1	8	1	3	-1	-2
8	O=C(O)c1ccccc1N=Cc1c(O)n(-c2nccs2)c(=O)c2ccccc12	-346	3.9	-8	-2	-51	-241	0	-3	9	-1
9	COc1ccc(-c2nnc(SCC(=O)NCc3ccco3)o2)cc1	0	0.6	2	0	-4	0	0	-2	-1	2
10	Cc1ccc(-c2[nH]c3ccccc3c2SCCN)cc1	-22	0.0	1	-2	-16	-7	-10	-5	3	-8
11	CC(C)n1nnnc1C(c1ccc(F)cc1)N1CCN(C2CCCC2)CC1 (configuration not stated)	2	-0.5	-5	-13	1	2	-2	7	-3	-2
12	COc1ccc(NC(=O)CSc2nnc(-c3ccoc3C)n2CC2CCCO2)cc1 (configuration not stated)	3	-0.7	2	-2	-2	4	2	-17	-3	-4
13	C[C@H]1CN([C@@H](C)CO)C(=O)c2cc(Br)cnc2O[C@@H]1CN(C)S(=O)(=O)c1ccccc1	2	0.0	-6	-8	-1	0	-1	12	8	-7
14	Cc1cccc(N2CC(C(=O)OCC(=O)c3ccc(OC(=O)c4cccs4)cc3)CC2=O)c1C (configuration not stated)	2	0.2	0	4	-2	0	4	-15	3	-6
15	CC(=O)c1c(O)c(C)c(O)c2c1OC1=CC(=O)C(C(C)=O)C(=O)[C@@]12C (some centres not stated)	-8	0.2	0	-2	3	-1	2	-1	5	-9
16	CN1CCC(N(C)C(=O)Cc2ccccc2[N+](=O)[O-])CC1	-1	0.5	2	1	2	2	3	-3	8	-2
17	C=CCN1C(=O)[C@H](CC(=O)N2CCN(C(=O)OCC)CC2)[C@@]2(C(=O)OCC)CCCC=C12	3	-0.4	1	-7	-4	0	-3	x	x	-12
18	CSc1nc(NCC(C)C)nc(N2CCOCC2)n1	-1	-0.5	4	-2	-6	-1	0	1	2	2
19	CCCc1cc(=O)[nH]c2nnc(SCC(=O)Nc3ccc(NC(C)=O)cc3)n12	-5	-0.6	4	3	-7	-4	2	-6	-5	-2
20	Cc1ccc(NC(=O)C2Oc3ccccc3OC2C)cc1 (configuration not stated)	-10	0.1	3	4	-3	2	2	-1	-7	-4
21	Cc1ccc(S(=O)(=O)c2nc(NC3CCS(=O)(=O)C3)sc2Cl)cc1 (configuration not stated)	2	-0.7	0	-5	5	9	4	-5	-9	-4
22	Cn1ncc(Cl)c1C(=O)Nc1cc(C(F)(F)F)ccc1F	0	-0.3	-1	5	-4	1	3	1	12	-1
23	Nc1ncnc2c1ncn2[C@@H]1O[C@H](C(=O)N[C@H](CO)Cc2ccc(O)cc2)[C@@H](O)[C@H]1O	1	0.8	4	-2	-2	-2	-3	-6	3	-5
24	COc1ccc(C(=O)NCc2ccc(-n3cccc3)cc2)cc1OC	-1	-0.3	2	-2	-2	1	2	1	3	-6
25	COC(=O)c1ccc(NC(=O)COC(=O)c2cccc3c(=O)c(C)c(-c4ccccc4)oc23)cc1	-2	0.1	0	3	-4	0	-2	10	-7	2
26	O=C(O)/C=C/C(=O)c1ccc2c(c1)NC(=O)CO2	0	0.4	2	6	-5	-1	1	14	16	-3
27	C#CCOCCOCCOCCNc1nc(N2CCN(C(=O)CCCCCCCCCCNC(=O)Cn3cc(C[C@@H](C)O)nn3)CC2)nc(N2CCN(C(=O)CCCCCCCCCCNC(=O)[C@H](CCCCN)n3cc(CCCC(=O)O)nn3)CC2)n1	-4	-0.1	2	-8	-6	-2	2	16	1	-2
28	COc1ccc(-c2nc(SCC(=O)NC3CCCCC3)n[nH]2)cc1	-8	-0.5	4	-9	-1	-1	1	10	4	-6
29	CC(=O)C1(C(=O)NC2CCCC2)CC(c2ccccn2)=NO1 (configuration not stated)	0	-0.6	-3	9	-3	-4	-3	x	x	-3
30	CCn1c(SCC(=O)Nc2ccccc2-c2ccccc2)nnc1-c1ccoc1C	-1	1.3	2	9	-3	-1	0	-10	8	5
31	COC(=O)N(C)CCCC1(C)C(=O)N(C)c2ccc(O)cc21 (configuration not stated)	-1	-0.8	-1	-1	-2	6	4	9	5	0
32	COc1ccccc1OCCNC(=O)Cc1ccc(Cl)c(Cl)c1	-7	-0.5	6	2	-4	2	1	4	14	5
33	COc1cccc(N(C(=O)c2ccn[nH]2)C2(C(=O)Nc3c(C)cccc3C)CCCCC2)c1	0	0.1	0	0	-4	1	0	-13	3	0
34	O=C(OC(C(=O)NCc1cccs1)c1ccc(F)cc1)c1ccco1 (configuration not stated)	3	0.1	3	5	-2	4	-1	-9	2	1
35	CC(C)c1ccc(S(=O)(=O)N2CCN(CC(=O)Nc3ccc(Cl)cc3F)CC2)cc1	-4	-0.1	-4	6	-5	-1	0	-12	2	1
36	O=C(O)CCNS(=O)(=O)c1ccccc1Br	-3	-0.2	1	-1	-4	2	3	-3	1	1
37	Cc1ccc(Cl)c(NC(=O)CN2CCNC(=O)C2)c1Cl	-6	-0.1	-4	11	-1	-1	-1	0	-4	6
38	CN1CCN(C2CCCCC2NS(=O)(=O)c2ccccc2)CC1 (configuration not stated)	-5	0.1	0	-1	1	5	2	1	-2	5
39	O=C(Nc1cccc(S(=O)(=O)NC2=NCCCCC2)c1)c1cc(-c2ccccc2Cl)nc2ccccc12	4	0.4	3	-4	5	1	1	-8	-8	1
40	O=C(CSc1ccccc1)NCCCN1CCOCC1	-3	-0.2	3	6	-6	-1	1	4	9	1
41	Cc1ccccc1N(CC(=O)NCC1CCCO1)C(=O)C1(C)CC(=O)N=C2C=CC=CN21 (configuration not stated)	-152	0.2	1	-8	-316	-92	7	0	8	3
42	Cc1ccc(N=Nc2ccc(O)c3ncccc23)cc1	3	-0.3	-5	11	0	4	-5	-8	-6	-2
43	COc1cc([N+](=O)[O-])cc(/C=N/NC(=O)CSc2ccccn2)c1O	-5	0.0	-10	5	-3	1	-8	8	-5	-1
44	C[C@@H]1CN([C@H](C)CO)C(=O)CCCn2cc(nn2)CO[C@H]1CN(C)C(=O)c1ccc2ccn(C)c2c1	-1	-0.2	2	8	-9	-3	1	-1	5	-6
45	NC(=O)Cn1c(=O)n(Cc2ccco2)c(=O)c2c3c(sc21)CCCCC3	-2	0.5	4	-3	-3	-2	21*	10	9	6
46	OC1(c2ccc3c(c2)OCO3)CCN(Cc2ccccn2)CC1	0	0.6	1	0	-3	-2	-2	3	3	1
47	CCn1c(Cc2ccccc2)nnc1SCC(=O)Nc1nc(C)c(C)s1	3	0.8	5	4	0	4	0	-7	0	2
48	O=C(Nc1nccs1)C1(S(=O)(=O)c2ccc(Cl)cc2)CC1	-74	-0.4	0	0	-1	3	-4	8	-6	-10
49	O=C(OCC(=O)N1CCCC1)c1c(Cl)cccc1Cl	-4	0.1	4	-2	0	1	-2	-9	-7	9
50	CC(C)(O)C#Cc1ccc(CN2CCCC(CNC(=O)c3ccco3)C2)cc1 (configuration not stated)	-6	0.2	-8	-5	-3	5	2	-2	-4	10
51	CCOc1ccc(NC(=O)Nc2cc(OCC(F)(F)F)cc(OCC(F)(F)F)c2)cc1	2	0.2	0	-1	2	-1	0	-17	-2	-1
52	Cc1ccc(S(=O)(=O)Nc2ccc3[nH]c(=O)[nH]c3c2)c(C)c1	-6	0.6	10	-4	-5	4	6	-8	10	2
53	Cc1ccc(OCCn2c(C)c(/C=N/n3cnnc3)c3ccccc32)cc1	2	-2.3	-8	2	-1	1	-3	-8	-2	7
54	CC(C)c1ccc(NC(=O)C2(C)Cc3c(-c4cccc(C(N)=O)c4)ccnc3O2)cc1 (configuration not stated)	-1	0.3	2	6	0	2	4	14	0	0

Reprinted at random: 3 records from the list.
cpd	SMILES	PLCb3 inh	KLK7 zymogen act	MBD2 DNA inh	Tn7 DDE FP	ADAM17 inh	PLC-gamma1 inh	UHRF1 binding	ASAP1 GAP inh	ARFGAP1 inhibitor	DDE Tn6 FP inh
42	Cc1ccc(N=Nc2ccc(O)c3ncccc23)cc1	3	-0.3	-5	11	0	4	-5	-8	-6	-2
46	OC1(c2ccc3c(c2)OCO3)CCN(Cc2ccccn2)CC1	0	0.6	1	0	-3	-2	-2	3	3	1
35	CC(C)c1ccc(S(=O)(=O)N2CCN(CC(=O)Nc3ccc(Cl)cc3F)CC2)cc1	-4	-0.1	-4	6	-5	-1	0	-12	2	1
